Screening results: PubChem BioAssay, several laboratories
eLon inh: inhibitors of E. coli Lon protease; P0A9M0; purified E. coli Lon protease, fluorescence polarization; inhibition, % at 7.94 µM; actives 0.42% (n = 360,000); AID 602123; in the data active = inhibition above about 13%, passing the limit was not always enough;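 note: 0% = enzyme with probe and DMSO and 100% = no enzyme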
SKN-1 inh: C. elegans SKN-1 inhibition; AID 624304; inhibition, % at 21.8 µM; C. elegans VP596 Pgst-4::GFP/RFP ratio, acrylamide-induced, 24 h; actives 0.49% (n = 360,000);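 active = interference check ratio from 0.5 to 1.5 plus GFP to RFP signal ratio inhibition reaching or exceeding a fixed threshold, cut at about 30% in these data, passing the limit was not always enough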; note: some compounds called inactive have numbers as strong as hits
FAS TE block: blocks the thioesterase domain of human fatty acid synthase; recombinant FAS-TE, OMFH fluorogenic substrate, fluorescence endpoint; actives 0.67% (n = 360,000); AID 602261; inhibition, % at 15 µM;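 active = compounds whose normalised, plate-corrected inhibition of enzyme fluorescence in the single-dose primary screen is 50% or more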;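 note: 0% = DMSO with enzyme and 100% = substrate without enzyme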
Neddylation inh: blocks human cullin neddylation. TR-FRET cullin neddylation, biochemical. AID 651699. actives 0.58% (n = 360,000). calls only at 25 µM. P61081+Q13564; in the data active = inhibition above about 36%
NRP1-CendR mod: alters CendR peptide binding to human NRP-1; O14786; inhibition, % at 25 µM; actives 0.85% (n = 360,000); FAM-RPARPAR peptide binding to NRP-1, fluorescence polarization;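 active = inhibition or corrected inhibition above about 18%, plus a signal ratio from 0.5 to 1.5, limit read from the data, passing the limit was not always enough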; note: strong numbers were not always called active
MsrA inh: inhibitors of bovine MsrA; purified bovine MsrA, absorbance read-out; inhibition, % at 15.5 µM; actives 0.75% (n = 360,000); AID 651718; in the data active = inhibition above about 4.5%;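 note: 0% = vehicle wells with enzyme and 100% = reference inhibitor wells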
Rin1-Abl PPI inh: inhibitors of human Rin1-Abl protein interaction. TR-FRET Rin1/Abl binding, biochemical. inhibition, % at 7.35 µM. actives 0.4% (n = 360,000). AID 588664; in the data active = inhibition above about 5%, passing the limit was not always enough
Target sequence (P00519 whole entry, looked up): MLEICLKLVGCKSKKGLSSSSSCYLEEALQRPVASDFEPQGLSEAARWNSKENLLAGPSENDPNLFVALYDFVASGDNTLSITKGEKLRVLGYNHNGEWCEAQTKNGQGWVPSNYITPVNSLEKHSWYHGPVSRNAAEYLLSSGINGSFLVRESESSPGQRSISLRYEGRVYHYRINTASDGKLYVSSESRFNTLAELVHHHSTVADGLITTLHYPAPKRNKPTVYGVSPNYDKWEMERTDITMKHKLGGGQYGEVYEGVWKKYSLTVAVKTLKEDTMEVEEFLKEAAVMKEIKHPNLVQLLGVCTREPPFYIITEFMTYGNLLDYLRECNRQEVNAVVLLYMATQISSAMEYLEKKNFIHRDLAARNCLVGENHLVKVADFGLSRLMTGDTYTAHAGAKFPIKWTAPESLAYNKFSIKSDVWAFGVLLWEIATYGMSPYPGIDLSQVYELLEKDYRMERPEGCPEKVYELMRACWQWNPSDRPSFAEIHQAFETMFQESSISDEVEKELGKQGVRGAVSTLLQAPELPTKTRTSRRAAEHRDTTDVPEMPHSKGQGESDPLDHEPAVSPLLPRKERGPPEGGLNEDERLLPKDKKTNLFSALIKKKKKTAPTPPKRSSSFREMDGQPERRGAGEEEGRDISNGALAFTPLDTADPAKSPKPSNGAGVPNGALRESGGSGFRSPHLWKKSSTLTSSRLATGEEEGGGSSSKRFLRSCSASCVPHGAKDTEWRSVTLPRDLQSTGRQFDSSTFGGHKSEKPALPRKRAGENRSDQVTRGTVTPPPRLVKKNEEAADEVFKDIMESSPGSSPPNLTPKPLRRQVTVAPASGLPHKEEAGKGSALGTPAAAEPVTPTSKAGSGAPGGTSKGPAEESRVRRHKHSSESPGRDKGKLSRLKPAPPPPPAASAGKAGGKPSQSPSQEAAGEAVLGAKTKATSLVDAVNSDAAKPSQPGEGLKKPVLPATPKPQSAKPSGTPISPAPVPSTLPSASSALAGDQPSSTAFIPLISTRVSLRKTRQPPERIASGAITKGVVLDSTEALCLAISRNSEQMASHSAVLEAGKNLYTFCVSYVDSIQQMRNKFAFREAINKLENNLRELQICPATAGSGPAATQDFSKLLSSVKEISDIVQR
Target sequence (Q13671 whole entry, looked up): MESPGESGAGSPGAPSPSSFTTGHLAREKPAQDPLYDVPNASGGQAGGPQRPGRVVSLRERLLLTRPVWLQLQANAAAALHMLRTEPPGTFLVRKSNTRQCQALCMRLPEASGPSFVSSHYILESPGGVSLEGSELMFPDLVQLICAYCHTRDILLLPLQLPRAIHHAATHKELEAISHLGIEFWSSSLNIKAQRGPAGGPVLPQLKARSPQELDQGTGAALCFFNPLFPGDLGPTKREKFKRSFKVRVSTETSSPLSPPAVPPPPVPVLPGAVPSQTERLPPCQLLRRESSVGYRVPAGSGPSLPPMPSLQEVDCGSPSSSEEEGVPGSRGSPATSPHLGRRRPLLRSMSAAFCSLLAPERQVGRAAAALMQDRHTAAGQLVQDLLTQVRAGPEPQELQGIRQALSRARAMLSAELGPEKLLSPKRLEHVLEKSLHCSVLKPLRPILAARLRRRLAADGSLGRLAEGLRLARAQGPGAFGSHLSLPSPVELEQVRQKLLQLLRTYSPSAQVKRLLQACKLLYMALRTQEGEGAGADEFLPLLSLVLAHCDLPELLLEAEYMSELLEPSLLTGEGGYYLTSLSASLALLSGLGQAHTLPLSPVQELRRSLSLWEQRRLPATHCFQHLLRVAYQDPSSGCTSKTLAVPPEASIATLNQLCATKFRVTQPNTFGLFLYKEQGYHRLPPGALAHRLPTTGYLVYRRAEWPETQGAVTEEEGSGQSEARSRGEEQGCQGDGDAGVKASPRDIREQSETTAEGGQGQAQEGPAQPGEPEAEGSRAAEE
MT1-MMP act inh: blocks activation of human MT1-MMP | P50281 | GFP/RFP ratio change, % at 20 µM | actives 0.061% (n = 360,000) | AID 651647 | HT1080 RFP-PRO-GFP cells, GFP/RFP ratio fluorescence, overnight; percent of plate control window, DMSO zero;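 active = GFP/RFP ratio change of at least 30% with cell ATP level not reduced by more than half and red fluorescence within 50% of control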; note: strong numbers were not always called active
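Assay system: HT1080 cells carrying an RFP-PRO-GFP reporter | Dosing: Single dose of 20 µM compound, 1% DMSO final | Incubation: Cells overnight before dosing, compound overnight, 37 °C, 5% CO2 | Evaluation: GFP/RFP fluorescence ratio | Control set: DMSO and RFP-L50D-GFP cell wells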
MsrA act: activates bovine MsrA enzyme; purified bovine MsrA, absorbance read-out; activation, % at 10.6 µM; actives 0.3% (n = 360,000); AID 602163; in the data active = activation above about 7.5%;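 note: 0% = vehicle and 100% = reference activator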
Active calls of the source: *; i = inactive; · = not tested or not shown; + = active, no number.

SMILES	eLon inh	SKN-1 inh	FAS TE block	Neddylation inh	NRP1-CendR mod	MsrA inh	Rin1-Abl PPI inh	MT1-MMP act inh	MsrA act
Clc1ccc(-c2noc(/C=C/c3ccccc3)n2)cc1	1	1	4	i	2	-0.3	3	2	-5
CCN(C(=O)c1cnc(OC)cc1C(F)(F)F)c1ccc(Cl)cc1Cl	0	1	-4	i	-11	-0.7	-2	-2	-3
C=CCN1C(=O)C2C3C=CC(C2C1=O)C1C2C(=O)N(CC=C)C(=O)C2C31 (configuration not stated)	-3	11	-4	i	5	1.3	1	-2	1
COCCn1c(=NC(=O)c2ccco2)sc2cc(C(=O)OC)ccc21	3	13	-3	i	-8	0.6	-1	-5	-2
COc1ccccc1N(/N=C1\Sc2ccccc2C1=O)C(C)=O	-4	84	0	i	-12	-0.4	-3	7	-4
O=C(NCc1ccccc1)NC1CCCCC1	-2	-3	-4	i	-38	-0.1	-1	2	-5
CCCCC(=O)N1C/C=C\C(c2ccc(OC)cc2)N(Cc2ccc(F)cc2)C(=O)[C@H]1Cc1ccccc1 (some centres not stated)	-8	-6	20	i	-9	·	-3	-5	-8
COc1cccc(-n2c(SCC(=O)Nc3ccc4c(c3)CCC4)nc3ccccc3c2=O)c1	-5	-4	47	i	-2	0.9	2	-11	-6
c1ccc(C(Cc2nc(-c3ccncc3)no2)c2ccccc2)cc1	-9	-1	15	i	-3	-0.8	-2	-4	-1
O=C(O)CC1(CC(=O)Nc2ccc3ccccc3c2)CCCCC1	-2	10	-2	i	-4	-0.8	2	-3	-2
CCOc1cc(N2CCOCC2)c(OCC)cc1NC(=O)C1CC(=O)N(c2ccccc2OCC)C1 (configuration not stated)	-5	-1	-7	i	13	-1.5	0	8	-6
COC(=O)c1cccc(NC(=O)CCc2c(C)noc2C)c1	1	9	-4	i	1	-0.6	-3	-2	-4
COc1ccc(CCC(=O)OCC(=O)Nc2ccc3[nH]c(=O)[nH]c3c2)cc1	-4	0	-6	i	2	0.9	1	3	-3
CC(C)(CNC(=O)c1cccs1)N1CCOCC1	0	-2	-5	i	7	2.0	3	1	-11
CNC(=S)N/N=C/c1cc(Br)c(OCc2ccncc2)c(OC)c1	1	5	5	i	8	0.6	0	2	0
CC(=O)c1ccccc1NC(=O)CCN1C(=O)C2CCCCC2C1=O (configuration not stated)	-10	-2	-5	i	7	1.9	3	2	-3
C=C(C)COc1ccc(-c2n[nH]c(C)c2Oc2ccccc2OC)c(O)c1	0	-14	-5	i	10	1.5	4	-6	-4
CCn1c(C(=O)O)c(CC(=O)N(C)c2ccc(OC)cc2OC)c2ccccc21	-2	-2	-4	i	5	0.4	-1	5	1
CC(C)(C)NC(=O)NC(=O)COC(=O)C1=COCCO1	-5	-5	-4	i	-4	-0.8	4	5	-10
COc1ccccc1NC(=O)COc1cc(C)nc(C(C)C)n1	-5	18	-7	i	-9	0.0	-5	1	-1
CCN(CC)CCOC(=O)c1cccc(Br)c1	-4	15	-8	i	9	0.2	-1	2	-1
Cc1cccn2c(CNCCCOc3cccnc3)c(C(=O)N3CCOCC3)nc12	6	9	-2	i	2	0.5	1	0	-3
CC(NC(=O)c1ccccc1)C(=O)N/N=C/c1cccc([N+](=O)[O-])c1 (configuration not stated)	2	0	5	i	6	-1.0	4	1	-6
Cc1cc(C)c(C)c(S(=O)(=O)Nc2ccccc2C(=O)NN2CCOCC2)c1C	-8	9	-2	i	0	-0.5	2	-4	-2
Cc1csc(NC(=O)c2ccccc2C(=O)O)n1	-5	-6	-13	i	0	-0.3	-2	1	-12

Whole records, looked up by structure. Order of screens: eLon inh | SKN-1 inh | FAS TE block | Neddylation inh | NRP1-CendR mod | MsrA inh | Rin1-Abl PPI inh | MT1-MMP act inh | MsrA act
COc1ccccc1N(/N=C1\Sc2ccccc2C1=O)C(C)=O across the screens: -4 | 84 | 0 | i | -12 | -0.4 | -3 | 7 | -4
Clc1ccc(-c2noc(/C=C/c3ccccc3)n2)cc1 across the screens: 1 | 1 | 4 | i | 2 | -0.3 | 3 | 2 | -5
COc1ccc(CCC(=O)OCC(=O)Nc2ccc3[nH]c(=O)[nH]c3c2)cc1 across the screens: -4 | 0 | -6 | i | 2 | 0.9 | 1 | 3 | -3
COc1ccccc1NC(=O)COc1cc(C)nc(C(C)C)n1 across the screens: -5 | 18 | -7 | i | -9 | 0.0 | -5 | 1 | -1
O=C(NCc1ccccc1)NC1CCCCC1 across the screens: -2 | -3 | -4 | i | -38 | -0.1 | -1 | 2 | -5

(list continues)
SMILES	eLon inh	SKN-1 inh	FAS TE block	Neddylation inh	NRP1-CendR mod	MsrA inh	Rin1-Abl PPI inh	MT1-MMP act inh	MsrA act
CCCCCCCCCCSc1n[nH]c(N)n1	-1	-1	17	i	9	0.7	4	3	-6
Clc1ccc(-c2nc(N3CCOCC3)nc3ccccc23)cc1	-9	9	17	+	-4	0.5	-3	1	-3
O=[N+]([O-])c1ccc(S(=O)(=O)CC(CN2CCOCC2)N2CCOCC2)cc1 (configuration not stated)	0	10	-6	i	12	-0.4	2	2	-9
Cc1c(-c2csc(N)n2)c2ccccc2n1C	-7	37*	-8	i	12	1.1	-1	3	-2
Cn1nc(C(=O)OCC(=O)Nc2cc(Cl)ccc2C#N)c2ccccc2c1=O	-2	8	-6	i	1	-0.1	1	-3	10*
CCCCc1ccc(/C=C2/C(=O)ON=C2c2ccccc2)s1	-5	-8	30	i	-14	0.8	3	-1	-14
CCc1noc(C)c1C(=O)N1CCCC(N2CCN(c3cccc(Cl)c3)CC2)C1 (configuration not stated)	-8	6	-4	i	12	1.3	0	0	-2
O=C(COc1ccc(S(=O)(=O)N2CCOCC2)cc1)Nc1ccccc1F	2	2	27	i	-15	0.3	-1	0	-2
COc1cccc2c(=O)cc(C)n(CC(=O)Nc3ccc(C)c(C)c3)c12	-3	17	-4	i	7	0.2	-1	1	9.4*
COc1ccc2[nH]cc(CCNC(=O)C3CCCO3)c2c1 (configuration not stated)	4	0	-14	i	-9	-0.9	1	5	-12
O=C(Nc1ccccc1Cl)c1cc[n+](Cc2ccc([N+](=O)[O-])cc2)cc1	1	-5	-3	i	13	0.9	0	0	-7
COc1ccc(C)cc1N(CC(=O)N1CCCC1)S(C)(=O)=O	5	4	-3	i	10	-0.8	-1	-2	-1
COc1ccc(CCNC(=O)CCn2c(=O)c3cccn3c3cccnc32)cc1OC	3	-6	-3	i	0	1.4	-1	1	-3
CCCc1cc(=O)oc2cc(OCC(=O)NCCc3c[nH]c4ccccc34)ccc12	-5	-4	-8	i	-13	-0.2	-2	-2	-8
CCOC(=O)N1CCC(N(CCN(C)C)C(=S)Nc2cccc(Cl)c2)CC1	4	0	5	i	1	0.2	0	2	-2
COc1ccc(-n2c(C)c(C(C)=O)c3cc(O)ccc32)cc1	1	-9	-8	i	-3	-0.2	-1	-4	-4
COC(=O)c1sc2nc(SCc3cccc(Cl)c3)n(N)c(=O)c2c1C	-5	13	12	i	17	-0.6	-2	2	2
COc1ccc(N2C(=O)CSC23C(=O)Nc2ccccc23)cc1OC (configuration not stated)	-6	7	-13	i	8	0.3	3	-3	-2
CCOC(=O)CSCC(=O)N1CCC(Cc2ccccc2)CC1	5	-16	-4	i	15	1.1	0	4	-3
CC1CCN(C(=S)NC(=O)c2ccc(C(C)(C)C)cc2)CC1	5	25	15	i	-1	-0.6	-2	2	-1
CN(Cc1ccccc1)c1ncnc2[nH]ncc12	0	14	-7	i	-4	0.0	6	5	-2
Cc1cc(C)c2oc(C(=O)Nc3ccc(S(=O)(=O)Nc4nccc(C)n4)cc3)cc(=O)c2c1	-10	6	-6	i	-6	-0.7	10	5	-2
COC(=O)n1c(=O)oc2cc(S(=O)(=O)N3CCCCC3)ccc21	-12	6	-5	i	1	0.7	2	-4	-4
OC(COC(c1ccccc1)c1ccccc1)CN1CCN(c2ccccn2)CC1 (configuration not stated)	-2	-10	-3	i	-7	-0.7	6	-1	-4
Cc1noc(C)c1CSCC(=O)Oc1ccc(N(C)S(=O)(=O)c2ccc(Cl)cc2)cc1	-7	-6	22	i	-5	2.5	-3	-5	-2
(next part)
SMILES	eLon inh	SKN-1 inh	FAS TE block	Neddylation inh	NRP1-CendR mod	MsrA inh	Rin1-Abl PPI inh	MT1-MMP act inh	MsrA act
COC(=O)c1cc(S(=O)(=O)N2CCN(c3cccc(C)c3C)CC2)c[nH]1	0	1	23	i	0	-0.1	-1	-4	-1
S=C(c1ccc2c(c1)OCO2)N1CCCCCC1	-9	-8	2	i	-3	-0.2	-4	2	5
Cc1cccc(OCCN2CSC(=S)N(C)C2)c1	-2	7	0	i	-1	0.6	2	4	-4
CCOCc1nnc(NC(=O)c2ccco2)s1	3	-2	-3	i	5	1.2	2	1	3
C=C(CCC(=O)c1ccccc1)C(=O)c1ccccc1	1	1	-20	i	5	-0.5	-1	-9	-6
O=C(CCN1C(=O)c2ccccc2C1=O)N(CCO)Cc1ccccc1	0	-2	-12	i	0	-1.4	2	2	-4
CCn1c(SCC(=O)N/N=C/C=C/c2ccco2)nc2ccccc21	-3	7	4	i	-12	1.9	0	-5	-3
COc1ccc(-c2cc(C(=O)Nc3ccc(C)cc3)no2)cc1	1	10	-9	·	0	0.2	0	12	-2
CSc1nc(Cl)cc(Nc2ccc(O)cc2)n1	7	3	-2	i	11	1.3	2	3	0
CCCCOc1ccc(-c2nnn(CC(=O)c3c[nH]c4ccccc34)n2)cc1	-1	-8	-9	i	-14	-1.3	2	-3	-6
Cc1cc(C)cc(NC(=O)N2CCCN(c3c(Cl)cncc3Cl)CC2)c1	-7	-5	11	i	9	0.2	-3	-3	-7

2 entries from above in a different format.
Under each structure: eLon inh	SKN-1 inh	FAS TE block	Neddylation inh	NRP1-CendR mod	MsrA inh	Rin1-Abl PPI inh	MT1-MMP act inh	MsrA act
- Cc1cccc(OCCN2CSC(=S)N(C)C2)c1
 : -2	7	0	i	-1	0.6	2	4	-4
- CCOCc1nnc(NC(=O)c2ccco2)s1
 : 3	-2	-3	i	5	1.2	2	1	3
